# TSHR antag = antagonists of human thyroid stimulating hormone receptor. TSHR-expressing cells, TSH-stimulated cAMP HTRF, 2 h; stronger effect = lower value. AID 504810. 0.2% of 330,000 active. activity change, negative = inhibition, % at 11.5 µM;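 active = activity change below a set negative limit, meaning inhibition stronger than a set level, cut at about -70% in these data; inconclusive = activity change between two set negative limits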; note: % is set by controls: 0 for no effect and ±100 for the full control effect
#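 TSHR-expressing cells were treated with compounds, then stimulated with TSH at EC80 (4nM final) for 2 hours at 37 deg C. Cellular cAMP was measured by HTRF competition between lysate cAMP and cAMP-d2 for a cryptate-labelled anti-cAMP antibody.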
# Mito fusion yeast = inhibitors of mitochondrial division or activators of mitochondrial fusion; 0.23% of 320,000 active; Potency, µM (series often up to 46.1 µM), for inactives: at the top dose growth rescue (activation), actives largely listed as activators; S. cerevisiae fusion-defective mutant growth rescue, CellTiterGlo 48 h;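 note: potency is the fitted concentration of half-maximal effect; % of control where 0% means no effect; nearly all actives have a fitted effect of over 45% in size; temperature-sensitive fusion mutants such as fzo1-1 at 37 °C on non-fermentable ethanol glycerol medium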
#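 S. cerevisiae fusion-defective temperature-sensitive mutants (e.g. fzo1-1, mgm1-5) grown 48 h at 37C in YPEG (ethanol/glycerol non-fermentable) medium with 23 nl compound per well; growth rescue read as CellTiterGlo luminescence.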
# ASM inhibitor = inhibitors of human secretory acid sphingomyelinase | placental ASM, HMU-PC fluorogenic substrate, 60 min | Potency, µM (titrated, usually from 57.5 µM), inactives show at the top dose activity change, negative = inhibition, most hits filed as inhibitors | P17405 | 0.006% of 340,000 active; note: potency is the fitted concentration of half-maximal effect
# Target sequence (P17405 47-631 limits assumed): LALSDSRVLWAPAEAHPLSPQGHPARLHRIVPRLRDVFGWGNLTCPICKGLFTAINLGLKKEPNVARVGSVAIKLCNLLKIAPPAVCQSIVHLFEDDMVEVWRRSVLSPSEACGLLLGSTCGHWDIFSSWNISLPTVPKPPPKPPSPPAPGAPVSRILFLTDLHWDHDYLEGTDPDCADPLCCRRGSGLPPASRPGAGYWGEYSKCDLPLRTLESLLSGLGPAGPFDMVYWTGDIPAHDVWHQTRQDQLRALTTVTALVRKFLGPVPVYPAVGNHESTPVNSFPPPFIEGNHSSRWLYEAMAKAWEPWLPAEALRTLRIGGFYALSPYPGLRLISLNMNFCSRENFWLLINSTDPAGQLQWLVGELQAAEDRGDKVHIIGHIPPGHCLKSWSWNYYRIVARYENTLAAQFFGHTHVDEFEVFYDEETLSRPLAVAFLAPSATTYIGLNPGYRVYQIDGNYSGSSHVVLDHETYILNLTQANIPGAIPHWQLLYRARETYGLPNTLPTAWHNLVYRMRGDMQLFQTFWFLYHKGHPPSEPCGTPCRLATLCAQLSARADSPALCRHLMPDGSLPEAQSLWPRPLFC
#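 HMU-PC0 cleavage (9 uM final) by human placental ASM, 60 min at 37 °C following 10 min compound exposure at RT; stopped at pH 10, fluorescence Ex 386/Em 447 nm.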
# TCR activator = activates T cell receptor signaling; primary human leukocytes, anti-CD3, IL-2 HTRF, 48 h; Potency, µM (top dose mostly 9.22 µM), without a hit: at the top dose activation of IL-2 secretion, most hits filed as activators; 330,000 tested, under 10 active; AID 504894; note: % of control where 0% means no effect
#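 Using a-CD3 beads without co-stimulation, primary human leukocytes were exposed to compounds for 48 hr. An HTRF IL-2 kit measured the cytokine, with europium-to-d2 energy transfer producing emission at 665nm upon 320nm excitation.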
# Eya2 inh = blocks the phosphatase activity of human Eya2 | recombinant Eya2, OMFP fluorescence dephosphorylation (OMFP is methylfluorescein phosphate) | Potency, µM (doses to about 76.9 µM), without a hit: at the top dose activity, negative = inhibition, most hits filed as inhibitors | 0.006% of 330,000 active | AID 488837; note: potency is the fitted concentration of half-maximal effect; % is set by controls: 0 for no effect and ±100 for the full control effect
#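 Eya2 protein (added as 0.2 uM solution) was preincubated with compound for 10 min at ambient temperature in 50 mM HEPES pH 7.5, 50 mM NaCl, 5 uM MgCl2, 0.05% BSA, 1 mM DTT. OMFP (added at 50 uM) then reacted 10 min; fluorescence read at 485/525 nm.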
# Chronic BCR inh = blocks chronic active B-cell receptor signaling; AID 493014; ABC-DLBCL IkBa-CBG/CBR reporter, luminescence ratio, 4 h; 0.05% of 340,000 active; Potency, µM (series often up to 46.1 µM), inactives show at the top dose ratio change, negative = lower green/red ratio, usual class: inhibitors; active = well fitted inhibition curve with a large enough effect in the signal ratio, with a control signal flat, not every such curve was filed as active; inconclusive = small, poorly fitted or top-dose-only effect, or effect the other way, or a change in a side signal; the % refers to the signal ratio;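 note: potency is the fitted concentration of half-maximal effect; plate controls were basal doxycycline-induced cells for no effect and cells given 10 µM MG132 for full effect; MG132 reads +100%, hits lower the ratio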
#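 TMD8 human ABC-DLBCL cells with doxycycline-inducible IκBα–green luciferase fusion and unfused red luciferase, in 0.5% FBS medium; compounds up to 46 uM, 4 h at 37C. Green/red luminescence ratio, filter-overlap corrected, fitted to concentration-response curves.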
# Tb PFK inh = T. brucei PFK enzyme inhibition. Potency, µM (doses to about 57.5 µM), for inactives: at the top dose activity, negative = inhibition, most hits filed as inhibitors. 0.17% of 330,000 active. O15648. T. brucei PFK, ADP-Glo luminescence. AID 485367;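 note: potency is the fitted concentration of half-maximal effect; 0% = uninhibited 1x PFK enzyme wells and -100% = no-enzyme wells; nearly all actives have a fitted effect of over 60% in size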
# Target sequence (O15648 whole entry, looked up): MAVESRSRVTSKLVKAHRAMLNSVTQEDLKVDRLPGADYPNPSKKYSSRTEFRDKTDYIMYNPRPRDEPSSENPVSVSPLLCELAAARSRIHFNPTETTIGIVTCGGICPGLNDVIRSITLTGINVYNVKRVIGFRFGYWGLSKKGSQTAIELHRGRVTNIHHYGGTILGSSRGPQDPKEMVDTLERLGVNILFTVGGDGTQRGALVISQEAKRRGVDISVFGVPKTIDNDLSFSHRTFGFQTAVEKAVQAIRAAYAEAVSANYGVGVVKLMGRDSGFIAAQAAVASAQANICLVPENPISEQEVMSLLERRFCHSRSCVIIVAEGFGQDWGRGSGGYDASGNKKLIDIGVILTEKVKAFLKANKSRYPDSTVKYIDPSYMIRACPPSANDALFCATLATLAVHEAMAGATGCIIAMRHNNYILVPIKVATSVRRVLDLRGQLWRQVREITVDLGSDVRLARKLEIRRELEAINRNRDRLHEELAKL
#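 Activity is normalized to no-enzyme wells (full inhibition) and 1.25 nM enzyme wells (no inhibition). Reaction: 0.5 mM F6P, 0.1 mM ATP, 45 min RT, ADP-Glo luminescence; concentration-response curves fitted and classed by quality.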
# ELG1 DNA repair = ELG1-dependent DNA repair inhibition; HEK293T ELG1-luciferase reporter, luminescence, 16 h; DNA damage induced by 5-fluorouridine; Potency, µM (top dose mostly 46.1 µM), for inactives: at the top dose activity change, negative = inhibition, most hits filed as inhibitors; 2.3% of 330,000 active; note: potency is the fitted concentration of half-maximal effect; % is set by controls: 0 for no effect and ±100 for the full control effect; nearly all actives have a fitted effect of over 55% in size
#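 Overnight (16 hr) co-exposure of 2,000 cells/well to 5-fluorouridine and compound at 37 °C preceded detection. Luciferase was quantified via ONE-Glo luminescence; loss of signal denotes inhibition.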
# Integrin act MD = activates integrin-mediated alleviation for muscular dystrophy; alpha7betagal myoblasts, beta-gal FDG fluorescence, 48 h; Potency, µM (titrated, usually from 38.3 µM), without a hit: at the highest dose activation, actives largely listed as activators; 0.064% of 350,000 active; AID 624291;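 note: potency is the fitted concentration of half-maximal effect; 100% = response of the positive control SU9516; nearly all actives have a fitted effect of over 60% in size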
#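 Alpha7betagal+/- myoblasts (passage 13) were plated 16-24 hr, then exposed to compounds (1:260 dilution of DMSO stock) for 48 hours at 37C. After MPER lysis, β-galactosidase reporter activity was read as FDG fluorescence (ex 480/em 540) after 30 minutes.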
# TSG101-PTAP inh = blocks PTAP/TSG101 interaction to inhibit HIV-1 budding; AID 493005; Potency, µM (series often up to 115 µM), for the others: at the top dose activity change, negative = inhibition, most hits filed as inhibitors; 340,000 tested, under 10 active; Fluorescence polarization, FITC-PTAP peptide / Tsg101 binding; active = well fitted inhibition curve with a large enough effect in the main read-out, with a control signal flat, not every such curve was filed as active; inconclusive = small, poorly fitted or top-dose-only effect, or effect the other way, or a change in a side signal; inactive = no such curve, though single readings can be large or run the other way; note: potency is the fitted concentration of half-maximal effect; % of control where 0% means no effect
#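 Compounds were pin-transferred onto Tsg101 binding domain (10 uM final) in HEPES pH 7.5 buffer, then FITC-PTAP peptide was added at 50 nM final. After 20 min at RT, polarization reported peptide displacement across a qHTS concentration series.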
# AT treatment = potential ataxia-telangiectasia treatment. […] A-T fibroblasts, KAP-1 phosphorylation AlphaLISA; neocarzinostatin DNA damage 30 min before lysis. Potency, µM (titrated, usually from 57.5 µM), for the others: at the top dose activation, actives largely listed as activators. 0.19% of 320,000 active. AID 485349; note: potency is the fitted concentration of half-maximal effect; % of control where 0% means no effect; nearly all actives have a fitted effect of over 45% in size
#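 ATM-like activity read as KAP-1 phosphorylation via AlphaLISA donor/acceptor antibody pairs after lysis and 6 hr at 25C. Cells were ATM-null patient fibroblasts ([…], hTERT), dosed 60 min, then exposed to the DSB inducer NCS for 30 min.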
# The depositor's hits bear a star; i = inactive; ? = inconclusive; . = no result given; & = joins results of further samples; [ ] = remark or other dose. Unless noted, calls come from the whole dose curve; as a rule, active = well fitted curve in the direction sought with a large enough effect; inconclusive = small, poorly fitted or top-dose-only effect, or another doubt; inactive = no such curve, though single readings can be large; an effect the other way counts as inactive or inconclusive. The list is partial. The share of hits here may be higher or lower than overall.
Structure	ASM inhibitor	ELG1 DNA repair	AT treatment	TSHR antag	Eya2 inh	Chronic BCR inh	Tb PFK inh	TSG101-PTAP inh	TCR activator	Integrin act MD	Mito fusion yeast
CN(C[C@H](Cc1ccccc1)N(C[C@H](c1ccccc1)N(CCc1ccccc1)N=O)N=O)N=O	-2%	-1%	-4%	-4	?	7%	-19%	-5%	6%	-20%	4%
Cc1ccsc1C(=O)C1CCCN(Cc2ccccc2O)C1 (configuration not stated)	2%	-9%	-2%	12	-1%	-3%	-4%	-1%	12%	9%	11%
N#CC(Br)Br	1%	?	4%	10	6%	6%	-9%	-1%	8%	.	-13%
Cn1c(O)c(/C=C/C=Nc2ccccc2)c(=O)n(C)c1=O	2%	-1%	-10%	12	4%	11%	3%	1%	2%[46.1 µM]	-4%	3%
CC(Cc1ccccc1)NCc1ccccc1O (configuration not stated)	1%	1%	4%	4	-10%	-2%	-8%	-2%	0%	0%	3%
COc1ccc(CN2CCN(Cc3ccccc3OC)CC2)cc1	-1%	-2%	-12%	24	3%	2%	5%	-4%	0%	-7%	5%
O=C(O)CCC(=O)NCCC1=c2ccccc2=N/C1=C\c1c(O)n(Cc2ccc(F)cc2)c(=S)[nH]c1=O	9%	?	-10%	-6	17%	13%	?	-4%	6%	-36%	9%
COc1ccc(OC(=O)Nc2ccc([N+](=O)[O-])cc2OC)cc1	-7%	?	-5%	5	-2%	10%	?	-3%	-1%	-30%	5%
CCC(=NCCCn1ccnc1)c1c(O)n(-c2ccc(OC)cc2)c(=O)[nH]c1=O	6%	7%	-3%	1	-22%	-1%	-1%	-10%	-1%	3%	3%
CC12CN3CC(C)(CN(C1)C31CCOCC1)C2=O	6%	5%	-5%	14	-2%	-6%	5%	-8%	0%[46.1 µM]	0%	-1%
COc1ccc(OCC(=O)N2CCN(C/C=C/c3ccccc3)CC2)cc1	1%	?	3%	-3	-9%	2%	5%	2%	4%	-3%	2%
C=CCOc1ccc(CC2C(=O)N(C)C(=O)N(C)C2=O)cc1	0%	0%	1%	-10	-22%	16%	-1%	-3%	5%	1%	-1%
CCOc1cccc(CNCCc2c(C)[nH]c3ccc(OC(F)(F)F)cc23)c1O	-25%	?	-7%	9	?	?	-2%	-7%	-4%	-9%	-40%[inhibitor]
C/C=C/CC#N	-2%	2%	4%	-26	12%	0%	0%	2%	4%	.	-10%
CCCOc1ccc(CC2CCC(=O)NC2=O)cc1 (configuration not stated)	5%	18%	-2%	3	-8%	-2%	5%	0%	4%[46.1 µM]	22%	-7%
CCOC(=O)c1ccc(NC(=O)C2C3C=CC(O3)C2C(=O)O)cc1 (configuration not stated)	.	?	19%	-5	9%	-2%	4%	.	.	.	0%
CC(=O)Nc1ccccc1C(=O)OCC(=O)Nc1ncccn1	-2%	?	3%	3	-3%	-7%	5%	-6%	2%	8%	-3%
CCc1ccccc1N1C(=O)/C(=C/c2ccc(N3CCN(C)CC3)o2)C(=O)NC1=S	-3%	-9%	-5%	-11	11%	?	-9%	?	0%[46.1 µM]	-31%	-16%
Cn1c2ccccc2c2c(C(=O)N3CCC4(CC3)OCCO4)cn(C3CCCC3)c(=O)c21	9%	?	.	-5	10%	-22%	-4%	-2%	8%	-18%	4%
Cc1ccc2nc3c(cc2c1)CC1(C(=O)N(C)C(=O)N(C)C1=O)C1CCCCN31 (configuration not stated)	15%	?	-1%	22	-16%	?	-3%	-2%	1%	-20%	3%
CC(=O)NC(C)Cc1ccccc1 (configuration not stated)	-1%	13%	1%	5	9%	-4%	1%	-5%	-15%	4%	-3%
CNC(C(=O)c1ccccc1)C(OC)c1ccccc1 (configuration not stated)	1%	8%	2%	4	-29%	0%	3%	-2%	-2%	7%	0%
O=c1oc2ccccc2n1CSC1=NCCS1	0%	?	2%	-10	-15%	?	-3%	-2%	-2%	-45%[inhibitor]	3%
CC(C)OC12Oc3ccccc3C=C1N1CCC2CC1 (configuration not stated)	-1%	17%	5%	0	0%	2%	3%	-2%	0%	-6%	0%
CN1C(=O)/C(=C/c2ccc(Cl)s2)C(=O)NC1=S	-1%	24%	12%	6	7%	2%	2%	-1%	4%	0%	0%
CCCCn1c(O)c(C(CC)=NCCc2ccccc2)c(=O)[nH]c1=O	-8%	.	.	.	.	.	.	-1%	-1%	0%	12%
C/C(CC(=O)Nc1ccc(Cl)cn1)=N\NC(=O)Cc1cccs1	-2%	?	-8%	-3	-12%	?	0%	1%	0%	16%	-6%
O=C1CC2(CCCC2)CC(=O)N1CCCCN1CCN(c2ncccn2)CC1	3%	-9%	10%	-7&24	0%&-4%	-1%	3%	2%	-5%	.	-43%&-11%[inhibitor]
COC(=O)C1=C(c2ccc(F)cc2F)C[C@@H]2CC[C@H]1N2C(=O)N1CCOCC1	1%	14%	-5%	-1	-1%	0%	-7%	-11%	-1%	11%	-5%
CCOC(=O)c1ccc2[nH]c(-c3ccc(S(=O)(=O)F)cc3)cc(=O)c2c1	299%[activator]	?	2%	-2	-28%	?	1%	-5%	-41%	14%	0%
CC(C)CN1CCN(Cc2ccccc2C(F)(F)F)CC1CCO (configuration not stated)	0%	-11%	4%	6	-10%	-13%	-1%	-3%	2%	8%	-1%
O=c1[nH]c(=O)n(-c2ccc(F)cc2)c(O)c1/C=C1\C=Nc2ccccc21	-2%	-10%	9%	-11	13%	-1%	22%	1%	2%	-2%	-4%
Cc1ccc(NC(=O)CCNC(=O)N2C[C@H]3C[C@@H](C2)c2cccc(=O)n2C3)c(C)c1	0%	-5%	10%	1	-2%	11%	-1%	1%	-4%	-5%	-9%
COc1ccccc1N(CC(=O)NC1CCCCC1)C(=O)c1cnn(C(C)C)c1	6%	-1%	-4%	8	1%	-2%	-4%	-4%	-3%[46.1 µM]	12%	9%
O=[N+]([O-])c1cc(F)c(N2CCCC2)cc1N1CCNCC1	.	-1%	-3%	-8	8%	-1%	6%	.	.	.	-2%
CN(CC(=O)N1CCc2ccccc21)S(=O)(=O)c1cccs1	-3%	?	0%	5	-5%	13%	0%	-3%	-1%	-1%	3%
Cc1ccc(-c2c(C(=O)O)c(C(=O)O)c3n2CSC3)cc1	0%	10%	-5%	1	-1%	7%	-11%	-6%	-3%	-47%[inhibitor]	0%
COc1ccc(NC(=O)c2cn(CCC#N)nc2-c2cccc([N+](=O)[O-])c2)cc1	0%	-13%	22%	0	-1%	-1%	1%	-1%	-3%	-3%	-2%
CC(=O)c1c(C)n(CC2CCCO2)c2ccc(O)cc12 (configuration not stated)	0%	-10%	1%	-9	-3%	-2%	0%	-4%	0%	-4%	3%
COc1ccccc1-n1c(O)c(C=NC2CC2)c(=O)[nH]c1=O	0%	-4%	1%	-8	13%	0%	-1%	-3%	2%	9%	-2%
C=CCc1ccc(OC)cc1	1%	1%	-2%	0	11%	6%	0%	0%	-5%	8%	-2%
CC(C)CN1CCN(Cc2ccc(C(F)(F)F)cc2)CC1CCO (configuration not stated)	4%	8%	19%	-3	?	-1%	-5%	-3%	14%	7%	-2%
COc1cccc(-n2c(/C=C/c3ccccn3)nc3ccccc3c2=O)c1	-4%	?	27%	78	5%	1%	0%	-4%	7%	-22%	24%
CN1C2CCC1C(C(=O)O)C(OC(=O)c1ccccc1)C2 (configuration not stated)	7%	?	-3%	10	-38%	?	1%	1%	6%	.	.
Cc1cc(=O)oc2cc(OCC(=O)N3CCN(C(C)c4ccccc4)CC3)c(Cl)cc12 (configuration not stated)	i	21µM*	-6%	-9	0%	0%	21%	-2%	9%	-9%	9%
Cn1cc(C(=O)OCC(=O)N2CCCC2)c2ccccc21	3%	?	0%	20	-23%	?	-11%	-1%	-1%	7%	-1%

# From PubChem
